# CHRM5 PAM: human M5 muscarinic receptor positive allosteric modulators, primary screen, CHO-K1 cells, Fluo-8 calcium fluorescence; AID 624038, 2012; 360,000 compounds, 0.3% hits; Muscarinic acetylcholine receptor M5 (Homo sapiens), P08912; CHO-K1 hM5, ACh EC20 PAM; 0% = ACh EC20, 100% = ACh EC100; activation, % at 3 µM;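 active = activation above the run cutoff, the mean activation of all test compounds plus 3 SD, cut at about 18% in these data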
#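 system = human M5 receptor in CHO-K1 cells | compound = one concentration, 3 µM final (nominal) | schedule = Post-acetylcholine fluorescence recording 140 s | signal = Fluo-8 calcium dye fluorescence, kinetic read | benchmarks = low control EC20 acetylcholine (0%), high control EC100 acetylcholine (100%) | repeats = singlicate, one well per test compound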
# CHRM5 agonist: human M5 muscarinic receptor agonists, primary screen, CHO-K1 cells, Fluo-8 calcium fluorescence. Muscarinic acetylcholine receptor M5 (Homo sapiens), P08912. CHO-K1 hM5 cells; 0% DMSO wells, 100% maximal acetylcholine response. activation, % at 3 µM. 360,000 compounds, 0.19% hits;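 active = activation above the run's mean over test compounds plus 3 SD, cut at about 23% in these data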;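 also: signal is peak over basal fluorescence ratio across the kinetic read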
# CHRM5 antagonist: human M5 muscarinic receptor antagonists, primary screen, CHO cells, Fluo-8 calcium fluorescence; inhibition, % at 3 µM; 360,000 compounds, 0.59% hits; CHO-hM5 cells, ACh EC80; Muscarinic acetylcholine receptor M5 (Homo sapiens), P08912;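 active = inhibition above a per-plate cutoff, the mean of that plate's test compounds plus 3 SD, cut at about 27% in these data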;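 also: 0% = acetylcholine EC80 with DMSO and 100% = DMSO without agonist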
# M4 antag: human M4 muscarinic receptor antagonists, primary screen, CHO cells, Fluo-8 calcium fluorescence | AID 624125, 2012 | 360,000 compounds, 0.73% hits | CHO-hM4 cells, ACh EC80 | Muscarinic acetylcholine receptor M4 (Homo sapiens), P08173 | inhibition, % at 3 µM;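 active = inhibition above its plate's cutoff, the mean inhibition of sample wells plus 3 SD, cut at about 27% in these data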;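 also: 0% = acetylcholine EC80 with DMSO and 100% = DMSO without agonist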
# Target sequence (P08173 whole entry, looked up): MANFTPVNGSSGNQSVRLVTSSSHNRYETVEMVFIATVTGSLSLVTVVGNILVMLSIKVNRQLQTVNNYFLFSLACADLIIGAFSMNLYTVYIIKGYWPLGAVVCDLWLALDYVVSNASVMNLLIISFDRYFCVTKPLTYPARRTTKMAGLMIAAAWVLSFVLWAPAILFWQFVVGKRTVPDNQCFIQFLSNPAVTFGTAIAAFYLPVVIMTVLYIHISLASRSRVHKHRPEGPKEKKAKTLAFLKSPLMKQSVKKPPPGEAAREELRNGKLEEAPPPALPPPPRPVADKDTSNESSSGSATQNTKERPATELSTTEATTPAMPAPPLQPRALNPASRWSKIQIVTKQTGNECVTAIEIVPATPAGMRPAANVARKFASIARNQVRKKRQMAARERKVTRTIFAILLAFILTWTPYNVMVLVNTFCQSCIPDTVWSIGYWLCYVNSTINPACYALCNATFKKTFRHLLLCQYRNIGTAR
# CRFBP-R2 agonist: agonists of CRF-BP/CRF-R2 complex, primary screen, cell-based, HEK293, calcium dye fluorescence, uHTS; CRF-binding protein / CRF receptor 2 complex (human); 350,000 compounds, 0.46% hits; calcium dye fluorescence (FLIPR); percent of saturating CRF peptide response; activation, % at 13.2 µM;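 active = activation of at least 50%, plus an integration ratio under a set limit after plate pattern correction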;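 also: plate controls were neutral control wells without compound for no effect and CRF at EC100 for full effect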
# CHRM1 PAM: human M1 muscarinic receptor positive allosteric modulators, primary screen, CHO-K1 cells, Fluo-8 calcium fluorescence, 1536-well; Muscarinic acetylcholine receptor M1 (Homo sapiens), P11229; CHO-K1 hM1, ACh EC20; 0% = ACh EC20, 100% = maximal ACh; activation, % at 3 µM; 360,000 compounds, 0.088% hits; in the data active = activation above about 19%, passing the limit was not always enough
# Target sequence (P11229 whole entry, looked up): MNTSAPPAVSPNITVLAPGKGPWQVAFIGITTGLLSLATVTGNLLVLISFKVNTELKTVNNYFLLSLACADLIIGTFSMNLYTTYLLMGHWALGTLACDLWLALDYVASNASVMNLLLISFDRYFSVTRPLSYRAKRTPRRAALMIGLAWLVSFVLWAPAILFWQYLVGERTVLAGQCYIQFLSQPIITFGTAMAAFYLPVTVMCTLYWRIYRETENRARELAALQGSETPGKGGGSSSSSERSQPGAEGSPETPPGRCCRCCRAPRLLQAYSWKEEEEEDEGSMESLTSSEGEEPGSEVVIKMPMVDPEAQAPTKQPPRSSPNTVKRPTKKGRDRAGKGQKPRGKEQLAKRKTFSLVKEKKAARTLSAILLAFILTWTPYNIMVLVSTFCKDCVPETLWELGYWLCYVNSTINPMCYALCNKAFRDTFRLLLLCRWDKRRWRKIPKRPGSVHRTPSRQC
# CRFR2-BP antag: antagonists of CRF-BP/CRF-R2 complex, primary screen, cell-based, HEK293, calcium dye fluorescence, uHTS; inhibition, % at 11.8 µM; 350,000 compounds, 0.59% hits; CRF-induced calcium fluorescence; AID 588475, 2011;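 active = inhibition of the ligand-induced calcium signal above about 50% at the single tested concentration, limit read from the data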
# CHRM4 PAM: human M4 muscarinic receptor positive allosteric modulators, primary screen, CHO-K1 cells, Fluo-8 calcium fluorescence; activation, % at 3 µM; 360,000 compounds, 0.4% hits; Muscarinic acetylcholine receptor M4 (Homo sapiens), P08173; CHO-K1 hM4/Gqi5, ACh EC20; 0% = ACh EC20, 100% = maximal ACh;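 active = activation above its plate's cutoff, the mean activation of sample wells plus 3 SD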; also: some results filed as inactive read as strong as hits
# CHRM4 agonist: human M4 muscarinic receptor agonists, primary screen, CHO-K1 cells, Fluo-8 calcium fluorescence. AID 624127, 2012. CHO-K1 hM4/Gqi5; vehicle 0%, full acetylcholine response 100%. activation, % at 3 µM. Muscarinic acetylcholine receptor M4 (Homo sapiens), P08173. 360,000 compounds, 0.14% hits;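 active = activation above the run mean over all test wells plus 3 SD, cut at about 32% in these data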;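 also: peak over basal fluorescence ratio per well then scaled between controls; 0% = DMSO wells and 100% = acetylcholine at EC100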
# The depositor's hits bear a star; / = no result given. Not a hit list; overall some 2.6% were active at least once.
(1) CSCCC(NC=O)C(=O)NC(C)C(=O)O (configuration not stated)
(2) CCCCN(C(C)=O)c1ccc(S(=O)(=O)NC2=NCCCCC2)cc1NC(C)=O
(3) O=C(COC(=O)CCNS(=O)(=O)c1ccccc1)Nc1ccc(OC(F)F)cc1
(4) CCCCn1c(N)c(N(CC(C)C)C(=O)CSc2nnc(C)n2-c2ccccc2)c(=O)[nH]c1=O
(5) COc1ccnc(Oc2ccccc2)c1C(=O)N/C=N/OCc1ccc(F)cc1Cl
(6) CCn1ncc([N+](=O)[O-])c1C(=O)Nc1ccc(C)c(C)c1
(7) CCOc1ccccc1NC(=O)COC(=O)/C=C/c1cccs1
(8) O=C(Cc1ccccc1)N/N=C/c1ccc(OCC(=O)Nc2ccccc2)cc1
Compound	1	2	3	4	5	6	7	8
CHRM5 PAM	0	7	0	8	-16	-5	-12	-20
CHRM5 agonist	0	2	1	1	6	-17	-4	-2
CHRM5 antagonist	-4	0	0	-9	14	-11	16	7
M4 antag	-5	-11	-14	-2	20	-16	-6	3
CRFBP-R2 agonist	-1.1	1.4	-1.2	-0.6	3.5	-5.0	-0.8	0.0
CHRM1 PAM	0	4	8	9	-16	-1	-8	-8
CRFR2-BP antag	10	-2	4	-1	-15	10	15	0
CHRM4 PAM	-4	6	11	2	-13	1	-4	-8
CHRM4 agonist	1	0	4	-1	35*	-2	8	4

(9) O=C(Nc1cccnc1)C1COc2ccccc2O1 (configuration not stated)
(10) COc1ccc(/C=C(/NC(=O)c2ccc([N+](=O)[O-])cc2)C(=O)NC(C)(C)C)cc1
(11) Nc1c(C(=O)Nc2ccc3c(c2)OCCO3)nnn1Cc1ccccc1
(12) CC(=O)C1(C)OC(N)=C(C#N)C(c2ccccc2)C1(C#N)C#N (configuration not stated)
(13) Cc1cc(F)ccc1-c1cc(C(=O)NCc2cc(C(F)(F)F)cc(C(F)(F)F)c2)[nH]n1
(14) CCCNC(=O)c1cc(C2CCCCN2C(=O)c2ccc3ccccc3c2)on1 (configuration not stated)
(15) Cc1[nH]n(-c2ccc([N+](=O)[O-])cc2)c(=O)c1C=NCCN1CCN(C(=O)c2ccccc2)CC1
(16) NC(c1ccccc1)c1csc(Nc2ccccn2)n1 (configuration not stated)
Compound	9	10	11	12	13	14	15	16
CHRM5 PAM	14	-1	-5	3	-2	-2	6	0
CHRM5 agonist	-2	0	2	2	3	1	-6	2
CHRM5 antagonist	-13	1	5	-2	5	0	4	-5
M4 antag	-5	-3	2	7	-8	-3	4	-8
CRFBP-R2 agonist	-0.5	0.1	-0.3	8.9	/	/	1.2	/
CHRM1 PAM	7	6	2	-5	10	4	8	5
CRFR2-BP antag	2	0	-7	-4	/	/	-15	/
CHRM4 PAM	3	7	-1	-4	4	3	-2	1
CHRM4 agonist	3	0	2	1	0	2	1	5

# Overlap with the part before: 3 compounds; new compounds follow.
(14) CCCNC(=O)c1cc(C2CCCCN2C(=O)c2ccc3ccccc3c2)on1 (configuration not stated)
(15) Cc1[nH]n(-c2ccc([N+](=O)[O-])cc2)c(=O)c1C=NCCN1CCN(C(=O)c2ccccc2)CC1
(16) NC(c1ccccc1)c1csc(Nc2ccccn2)n1 (configuration not stated)
(17) CCc1ccc(/C=C2\Oc3cc(OC(=O)N4CCOCC4)ccc3C2=O)cc1
(18) COc1ccc(NC(=S)N(CCc2c(C)[nH]c3ccccc23)Cc2cccnc2)cc1
(19) CC(C)NC(=O)N(C)C[C@@H]1OCc2ccccc2-c2c(n(C)c3ccccc23)C(=O)N([C@@H](C)CO)C[C@@H]1C
(20) CCOc1ccc(-c2nc(=S)[nH][nH]2)cc1
(21) COc1ccc(NC(=O)CSCC(=O)NC2(C)CCS(=O)(=O)C2)cc1 (configuration not stated)
(22) CCCCOc1ccc(C(=O)NCC(=O)OC2CCOC2=O)cc1 (configuration not stated)
(23) Cc1cc(C)nc(NS(=O)(=O)c2ccc(NC(=O)c3cc4c(=O)n5cccc(C)c5nc4n3C)cc2)n1
(24) COc1ccccc1-n1c(COc2ccccc2-c2ccccc2)nnc1SCC(=O)c1c(N)n(C)c(=O)n(C)c1=O
Compound	14	15	16	17	18	19	20	21	22	23	24
CHRM5 PAM	-2	6	0	-3	0	2	2	-2	-2	1	0
CHRM5 agonist	1	-6	2	0	-1	0	-1	-1	-2	0	0
CHRM5 antagonist	0	4	-5	6	0	-1	6	3	2	2	1
M4 antag	-3	4	-8	2	-12	-11	4	-9	-4	6	-13
CRFBP-R2 agonist	/	1.2	/	1.0	-1.5	-1.1	-0.1	-0.7	0.5	-1.0	-2.5
CHRM1 PAM	4	8	5	2	23	10	6	7	0	8	14
CRFR2-BP antag	/	-15	/	-2	-1	-4	2	-2	2	12	34
CHRM4 PAM	3	-2	1	-9	-3	4	7	9	0	4	7
CHRM4 agonist	2	1	5	0	2	1	1	1	1	0	1

# 3 entries out of the list above, sorted by the number in CHRM5 agonist, smallest number first:
No. | Structure | CHRM5 PAM | CHRM5 agonist | CHRM5 antagonist | M4 antag | CRFBP-R2 agonist | CHRM1 PAM | CRFR2-BP antag | CHRM4 PAM | CHRM4 agonist
22 | CCCCOc1ccc(C(=O)NCC(=O)OC2CCOC2=O)cc1 (configuration not stated) | -2 | -2 | 2 | -4 | 0.5 | 0 | 2 | 0 | 1
20 | CCOc1ccc(-c2nc(=S)[nH][nH]2)cc1 | 2 | -1 | 6 | 4 | -0.1 | 6 | 2 | 7 | 1
17 | CCc1ccc(/C=C2\Oc3cc(OC(=O)N4CCOCC4)ccc3C2=O)cc1 | -3 | 0 | 6 | 2 | 1.0 | 2 | -2 | -9 | 0

# The list continues:
(25) CCOC(=O)c1ccc(-n2c(CN3CCC(C(N)=O)CC3)nc3ccc([N+](=O)[O-])cc3c2=O)cc1
(26) COc1ccc(-n2c(Cc3cc(=O)[nH]c(=O)[nH]3)nnc2SCC(=O)NC2CCCC2)cc1
(27) c1ccc2cc(OCCOCCOc3ccc4ccccc4c3)ccc2c1
(28) COc1ccc2cc3cc(C(=O)NC4CC4)sc3nc2c1
(29) O=S1(=O)CC(N2CCCCC2)CN1Cc1cn(Cc2ccc(Cl)cc2)nn1 (configuration not stated)
(30) CCOc1ccc2nc(N(CCCN(C)C)C(=O)c3ccc(S(=O)(=O)N4CCc5ccccc5C4)cc3)sc2c1
(31) COC(=O)c1ccccc1OCCOCCOc1cccc2ccc(C)nc12
(32) O=C(CCl)Nc1ccc(S(=O)(=O)Nc2nccs2)cc1
Compound	25	26	27	28	29	30	31	32
CHRM5 PAM	-3	-1	-1	-5	0	1	-4	3
CHRM5 agonist	3	1	6	-2	1	-5	0	0
CHRM5 antagonist	4	-1	1	17	4	18	4	0
M4 antag	-8	-3	-4	1	3	3	-19	-6
CRFBP-R2 agonist	0.3	3.8	7.8	1.3	/	3.9	-5.2	1.5
CHRM1 PAM	3	0	6	7	/	8	-2	14
CRFR2-BP antag	-9	3	1	-5	/	-18	-16	4
CHRM4 PAM	3	-4	-12	-6	2	-5	4	12
CHRM4 agonist	5	1	0	18	0	14	10	1

(33) COC(=O)c1nnn(-c2nonc2N)c1CSc1nnc(C)s1
(34) Cn1c(-c2cnn(-c3ccccc3)c2N)n[nH]c1=S
(35) COC(=O)CSc1snnc1-c1ccc(Cl)cc1Cl
(36) CC1CCc2c(nc3ncnn3c2NCCN(C)C)C1 (configuration not stated)
(37) N/N=C(\c1ccccc1)c1cc(Cl)ccc1N
(38) COc1ccc2cc(/C=N/NC(=O)CSCc3ccc([N+](=O)[O-])cc3)c(Cl)nc2c1
(39) COc1cc2c(cc1NC(=O)Cc1ccc(C)cc1)oc1ccccc12
(40) CCCCn1c(N)c(N(CCOC)C(=O)COC(=O)c2ccccc2NCCO)c(=O)[nH]c1=O
Compound	33	34	35	36	37	38	39	40
CHRM5 PAM	4	5	-3	5	3	0	2	-1
CHRM5 agonist	2	0	-8	-1	-4	2	-2	2
CHRM5 antagonist	7	1	-2	2	6	-13	1	-7
M4 antag	5	-6	7	-4	-2	1	10	-20
CRFBP-R2 agonist	-1.2	-0.4	-2.1	5.8	-0.4	-1.4	2.8	-0.1
CHRM1 PAM	9	12	-2	15	10	-2	2	13
CRFR2-BP antag	10	-3	40	-9	2	37	-5	-8
CHRM4 PAM	1	11	1	4	-2	3	-3	11
CHRM4 agonist	1	2	-2	2	-1	3	0	1

(41) Cc1ccc(OCCCCN2CCCCC2)cc1
(42) CN(c1ccccc1)S(=O)(=O)c1ccc2c(c1)OCCO2
(43) COC(=O)C1=C(C)N(CCc2c[nH]c3ccccc23)C(=O)C1
(44) CCOC(=O)[C@]12CCCC=C1N(Cc1ccc3c(c1)OCO3)C(=O)[C@H](CC(=O)NCCCCc1ccccc1)C2
(45) O=C(CCC1CCCN(C(=O)c2ccc3c(c2)OCO3)C1)NCc1ccc(F)c(F)c1 (configuration not stated)
(46) CSc1ccccc1NC(=O)CN(C)C(=O)C(C)SCc1nc2sc(C)c(C)c2c(=O)[nH]1 (configuration not stated)
(47) COc1ccc(/C=C\c2nc(=O)c3ccccc3o2)cc1
(48) CCCCOC(=O)Cn1c(=N)n(CCC)c2ccccc21
Compound	41	42	43	44	45	46	47	48
CHRM5 PAM	0	0	-2	-2	-2	-3	-7	-5
CHRM5 agonist	-19	-1	0	-3	-2	0	2	-7
CHRM5 antagonist	3	8	2	-1	-5	-2	4	-2
M4 antag	11	-9	-8	0	-3	-8	0	-1
CRFBP-R2 agonist	1.0	-2.5	2.9	/	-1.7	0.0	1.3	2.7
CHRM1 PAM	0	6	6	/	7	2	6	-1
CRFR2-BP antag	7	15	-4	/	7	0	21	-20
CHRM4 PAM	-10	3	-8	-6	4	-4	-3	3
CHRM4 agonist	1	1	2	1	2	5	4	1

(49) COc1ccc(OC(=O)COc2ccc(Cl)cc2)cc1
(50) CCCOc1ccc(C(=O)Nc2ccc(N(C)C)cc2)cc1
(51) CCCc1nc2ccccc2[nH]1
(52) Cn1c(=O)[nH]c(=O)c2c1nc(Br)n2CC(O)COc1ccc(Cl)cc1 (configuration not stated)
(53) COC(=O)c1c(NC(=O)CN2CCCc3ccccc32)sc(C)c1C
(54) CN1CCN(CC(=O)NN(Cc2ccccc2)c2ccccc2)CC1
(55) C=CCOC(=O)/C(=C/c1ccco1)NC(=O)/C=C/c1ccccc1
(56) O=C1COc2ccc(C(=O)COC(=O)Cc3ccc(Cl)cc3)cc2N1
Compound	49	50	51	52	53	54	55	56
CHRM5 PAM	9	-3	2	-3	4	-4	-3	-2
CHRM5 agonist	-1	-2	-2	8	-3	-12	-4	5
CHRM5 antagonist	-11	5	-1	-2	-12	11	0	1
M4 antag	-9	5	15	-10	3	3	-2	-5
CRFBP-R2 agonist	-0.8	4.2	-2.8	13	0.1	1.0	2.4	-0.9
CHRM1 PAM	7	1	8	-11	1	-3	1	2
CRFR2-BP antag	9	-44	1	-5	5	-2	-1	0
CHRM4 PAM	1	6	-2	-10	-8	-5	3	-4
CHRM4 agonist	2	0	1	23	-1	-1	1	6

# Compound activity: PubChem BioAssay, several laboratories
